NR2E3 ag-1 = human photoreceptor-specific nuclear receptor agonism. Q9Y5X4. CHO-S Gal4-NCOR/VP16-NR2E3 two-hybrid, luciferase. inhibition of corepressor binding, % at 3.98 µM. 0.35% of 360,000 active. AID 602229;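 active means inhibition above the mean of all tested compounds plus 3 SD, cut at about 70% in these data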;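 further: 0% = DMSO with NR2E3 transfected cells and 100% = cells lacking NR2E3 construct; higher means lower luciferase signal from less NR2E3 corepressor binding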
Target sequence (Q9Y5X4 whole entry, looked up, the tested form may be a part): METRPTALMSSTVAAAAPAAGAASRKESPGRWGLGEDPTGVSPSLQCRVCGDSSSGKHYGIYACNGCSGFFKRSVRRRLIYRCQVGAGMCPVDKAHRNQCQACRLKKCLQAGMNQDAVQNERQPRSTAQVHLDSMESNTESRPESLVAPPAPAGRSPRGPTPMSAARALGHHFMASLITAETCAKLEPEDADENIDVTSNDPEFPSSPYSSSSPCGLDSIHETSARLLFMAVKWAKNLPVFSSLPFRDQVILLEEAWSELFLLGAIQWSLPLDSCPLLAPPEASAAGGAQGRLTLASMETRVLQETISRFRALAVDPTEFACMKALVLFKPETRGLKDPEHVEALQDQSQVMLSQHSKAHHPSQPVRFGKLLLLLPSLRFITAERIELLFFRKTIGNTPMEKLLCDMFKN
CF NFkB inh = cystic fibrosis NF-kB activation inhibition | KKLEB NF-kB-GFP reporter, PAF-induced, GFP fluorescence overnight | inhibition, % at 5 µM | 0.86% of 360,000 active | AID 588850;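 active means at least 50% inhibition at 5 µM, scaled per plate between neutral and stimulator controls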;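 further: PAF is a Pseudomonas aeruginosa culture filtrate used as stimulus; plate controls were PAF-stimulated DMSO wells for no effect and unstimulated DMSO wells for full effect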
MITF TRPM1 inh = MITF TRPM1 promoter inhibition in SK-MEL-5 cells; SK-MEL-5 TRPM1 promoter luciferase, 24 h; inhibition, % at 12.5 µM; 0.83% of 330,000 active;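 active means mean inhibition across replicates of 60% or more, whatever share of single replicates reaches that level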; further: values of inactives mirror those of a sister screen read the other way
aDG glyco up = increases alpha dystroglycan glycosylation | Pro5-aDG cells, alpha-DG glycosylation AlphaScreen (IIH6); 0% Pro5, 100% B10-LARGE cell signal | activation, % at 10 µM | 0.22% of 360,000 active | AID 624168;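 active means activation of at least 8% versus controls, or a plate z-score of at least 8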;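 further: Pro5 are CHO cells carrying HIG-tagged alpha-DG that lacks glycosylation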
NR2E3 ag-2 = NR2E3 (human) agonism; Q9Y5X4; GST-NR2E3/biotin-RetCOR TR-FRET, 1536-well; inhibition of corepressor binding, % at 4.78 µM; 0.12% of 320,000 active; AID 2300;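 active means percent inhibition above the cutoff of mean plus 3 SD of all tested compounds, set per screening campaign, cut at about 20% in these data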;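 further: 0% = DMSO wells and 100% = biotin wells as full block of FRET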
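System: GST-tagged NR2E3 plus biotinylated RetCOR corepressor; Amount: 1.35 nM GST-tagged NR2E3 final; Dosing: single nominal compound dose of 4.8 µM; Schedule: 5 h incubation at 4 °C; Technique: TR-FRET with europium anti-GST and streptavidin-D2, 340 nm excitation; Controls: biotin wells as high control, 0.6% DMSO wells as low control.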
Peg3 promoter = inhibitors of Peg3 promoter | HeLa PEG-Prom luciferase reporter, luminescence, overnight | inhibition, % at 20 µM | 1.7% of 360,000 active;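 active means inhibition of at least 50% at 20 µM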
HIF-2a inh = HIF-2a inhibition; inhibition, % at 18.8 µM; 786-0 RCC cells HIF-2a reporter, luciferase luminescence, overnight; 0.72% of 360,000 active; AID 624352;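 active means inhibition of the luminescence signal of 40% or more relative to plate controls, in a single-dose primary screen at 18.75 µM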
TWEAK-Fn14 inh = TWEAK-Fn14 signaling inhibition; TWEAK-stimulated Fn14 reporter cells, luciferase luminescence, 8 h; inhibition, % at 10 µM; 2% of 360,000 active; in the data active means inhibition above about 50%
hiPSC survival = increases survival of single human iPS cells; hiPSC single-cell survival, ATPlite luminescence; 100% = ROCK inhibitor wells, 0% = DMSO; survival enhancement, % at 20 µM; 0.044% of 360,000 active; AID 602274; in the data active means survival enhancement above about 18%;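 further: cells exposed to compounds for 16 hours before the ATP read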
Shn3 3UTR inh = Schnurri-3 reporter inhibition in Clone20 osteoblasts | Clone20 osteoblast Shn3 3'UTR firefly luciferase, 24 h | inhibition, % at 12.5 µM | 0.52% of 360,000 active | AID 588674;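 active means mean inhibition of at least 75% with every replicate also reaching 75%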;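 further: 0% = median of neutral control wells and 100% = pilot-screen positive control compound; some compounds past the cut are filed as inactive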
KKLEB tox = reduces viability of KKLEB cystic fibrosis airway cells. 0.36% of 360,000 active. activity change (cytotoxicity), % at 5 µM. AID 602141. KKLEB CF airway cells viability, ATPlite luminescence, overnight; active compounds read low; cells stimulated with P. aeruginosa culture filtrate;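 active means corrected activity change at or below -50% at 5 µM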
* = called active by the depositor; / = no result given. Random draw from the library; 4.4% or so of the library scored in one or more.

canonical_smiles,NR2E3 ag-1,CF NFkB inh,MITF TRPM1 inh,aDG glyco up,NR2E3 ag-2,Peg3 promoter,HIF-2a inh,TWEAK-Fn14 inh,hiPSC survival,Shn3 3UTR inh,KKLEB tox
Cc1ccc(N=C2NC(=O)/C(=C/C=C/c3ccco3)S2)cc1C,-96,43,-16,-0.2,3,-114,-293,13,-2.3,11,-8
Cc1ccc(S(=O)(=O)CCc2nnc(N)s2)cc1,26,8,5,-0.2,3,19,10,-6,-0.8,16,2
Cc1nc(Nc2nc3ccccc3o2)nc(C)c1C,-75,6,-3,0.4,2,-81,-48,57*,-1.2,-39,21
N#Cc1ccc(S(=O)(=O)N2CCCN(c3ccc(C(F)(F)F)cn3)CC2)cc1,-25,-8,5,-0.1,1,24,19,2,-0.6,3,-1
O=C1NC(Cc2ccc(O)cc2)c2nc3ccc(F)cc3c(=O)n2-c2cc3ccccc3cc21 (centres undefined),-6,-3,/,-0.4,/,54*,-29,25,-2.2,13,-17
COc1cccc(CC(=O)Nc2ccc(F)c(S(=O)(=O)N3CCOCC3)c2)c1,9,-2,6,-0.2,/,-12,1,10,0.4,-85,7
O=C(CN1CCCC1)Nc1cc(F)ccc1F,-15,9,9,0.0,-2,-1,1,-18,-0.5,-10,-13
Cc1ccc(S(=O)(=O)N2CCCC(C(=O)NCCC(C)C)C2)cc1 (centres undefined),6,-7,-10,0.0,7,4,28,-12,0.0,14,8
CCOc1ccccc1Nc1nc(-c2sc(NC(=O)c3cccc(Cl)c3)nc2C)cs1,-102,-13,-18,0.2,-10,-93,-90,64*,-3.7,-31,4
O=C(O)c1ccc(S(=O)(=O)N2CCCc3ccccc32)cc1,-22,-21,14,0.0,0,3,10,16,-0.6,-60,5
Cc1ccccc1OCC(=O)NCCN1CCCC1,-31,1,2,-0.2,0,6,7,7,-2.3,-5,7
COc1ccc(Cl)c(-c2cc(C(=O)Nc3ccc(F)cc3)[nH]n2)c1,-44,-11,/,0.2,/,-273,-234,1,4.0,-36,6
CCN(/C=N/c1sc2c(c1C#N)CC(C)(C)NC2(C)C)CC,-17,2,-6,-0.2,3,-13,-5,0,1.3,-4,-1
CCN1/C(=C2/SC(=S)N(NC(C)=O)C2=O)Sc2ccc(OC)cc21,-8,-27,-13,-0.1,4,7,-15,-10,0.0,11,8
O=C(c1ccco1)N(Cc1ccc(Cl)cc1)Cc1ccco1,-14,19,18,0.6,-4,19,7,-5,-0.6,8,-11
CN(C)CCNc1ncnc2c1ncn2[C@H]1CN(Cc2ccc(Cl)cc2)C[C@@H](CO)O1,-12,-4,/,0.0,/,-8,10,3,-0.4,-12,9
COCCNc1c(-c2cc3ccc(C)c(C)c3[nH]c2=O)nc2ccccn12,-88,5,-68,-0.1,-3,-311,-258,-23,-1.2,64,-4
O=C(O)CSc1nc(-c2cccs2)cc(C(F)(F)F)n1,-19,3,-1,0.0,7,15,11,5,-0.1,15,5
O=C(CSc1nc2ccccc2o1)NCCOc1ccccc1,-19,8,1,0.3,2,-4,12,20,-1.0,-2,1
CC(=O)c1ccc(NC(=O)CN2c3cccc4cccc(c34)S2(=O)=O)cc1,-20,-17,4,0.1,/,-2,14,19,-0.2,0,-11
COC(=O)c1sccc1S(=O)(=O)NCc1ccc(S(N)(=O)=O)cc1,-11,11,-4,-0.4,-3,-9,5,5,2.1,1,2
CC1C(=O)N(Cc2cn(Cc3ccco3)nn2)CCS(=O)(=O)N1Cc1ccc(-c2ccccc2C(F)(F)F)cc1 (centres undefined),5,66*,/,-0.1,/,18,-16,19,0.6,11,-23
CCN(CCNS(=O)(=O)c1ccc2[nH]c(=O)sc2c1)c1ccccc1,15,-16,/,-0.3,1,17,5,16,-0.1,-17,10
COc1cc(C(O)c2nc(-c3ccc(F)c(Cl)c3)cs2)ccc1F (centres undefined),22,-7,/,-0.1,/,-34,-49,-7,-2.0,12,-5
S=c1nc2ccccc2c2nc(-c3cccnc3)[nH]n12,20,-20,-2,-0.2,2,-36,-39,-13,-0.5,19,12
CN=C1SC(CC(=O)Nc2ccc(F)cc2F)C(=O)N1/N=C(\C)c1cccc(OCC(=O)O)c1 (centres undefined),-1,20,-2,0.0,-2,13,13,4,-0.2,-5,0
Cc1cc(C)n2c(SCC(=O)N(C)C3CCCCC3)nnc2n1,-6,-15,-2,0.1,-2,8,21,1,0.4,-2,3
CCN(CC)CCNC(=O)NC(=O)c1ccc(Cl)cc1,26,0,1,0.0,2,7,5,24,-0.7,-2,-8
Cc1ccc(N2CCN(S(=O)(=O)c3ccc(F)cc3)CC2)c(C)c1,-1,-9,-3,0.1,0,6,-8,10,1.6,17,7
Cc1cccc(OCC(O)Cn2c(-n3nc(C)cc3C)nc3c2c(=O)[nH]c(=O)n3C)c1 (centres undefined),1,-10,2,-0.1,-1,0,15,4,-1.2,-11,2
NC(=S)NN=C1c2cc(S(=O)(=O)N3CCOCC3)ccc2-c2ccc(S(=O)(=O)N3CCOCC3)cc21,-53,8,-15,-1.1,-1,19,6,-29,-1.2,1,2
COc1ccc(CNC(=O)C2CCC(CNc3c(N4CCCCC4)c(=O)c3=O)CC2)cc1 (centres undefined),-9,-7,-6,0.6,-2,-2,16,-22,-0.2,-3,-3
CC1C=CCC2C(=O)N(c3cccc(C(=O)Nc4ccc(F)cc4)c3)C(=O)C12 (centres undefined),-9,2,4,0.4,4,10,2,-5,1.3,9,-2
c1ccc(-c2ncc(-c3ccn[nH]3)s2)cc1,-133,-7,-29,0.9,1,-281,-166,18,-3.0,-33,3
COc1ccc(N2CCN(C(=O)c3cc4ccccc4o3)CC2)cc1,-41,6,1,0.0,4,-5,3,-2,0.3,6,-9
COc1cc(OC)cc(C(=O)NC2CCN(CC(=O)Nc3cccc4ccccc34)CC2)c1,-1,-19,8,0.0,2,-1,21,-9,-1.9,26,4
O=C(NCc1ccccc1Cl)c1ccc2ccccc2n1,-101,-6,-21,0.0,-1,-290,-195,-21,-0.2,-89,-14
CCC(/C=C1\Sc2ccc(OC)cc2N1CCO)=C\c1sc2ccc(OC)cc2[n+]1CCO,-10,-16,96*,0.4,-5,37,14,19,-1.8,15,15
CCN1Cc2c(cc(OC)c(OC)c2OC)-c2ccccc2S1(=O)=O,-9,7,-10,0.1,/,-8,-4,1,6.1,-2,-3
COc1ccc(C(=O)Nc2ccccc2C(=O)Nc2ccccn2)cc1,-17,16,-49,-0.1,0,-93,-119,-1,-0.7,-27,-21
C/C(CCS(=O)(=O)c1ccccc1)=N/O,12,-15,-7,-0.1,-2,4,-3,6,0.4,-12,-2
COc1ccc(S(=O)(=O)N2CCC(C(=O)N3CCCCC3)CC2)cc1Cl,15,-24,10,-0.1,-4,4,-2,-3,-1.4,12,-13
CCC(C)NS(=O)(=O)c1ccc(OCC(=O)Nc2ccc3c(c2)OCO3)cc1 (centres undefined),-17,4,4,0.0,1,13,11,-12,-2.4,7,0
CC(NC(=O)c1cccc(Br)c1)c1ccccc1 (centres undefined),-1,-9,4,0.0,-1,0,9,-3,-1.7,5,-4
O=S(Cc1ccc(Cl)cc1)c1ncc(CO)n1Cc1ccccc1 (centres undefined),-4,11,10,0.3,3,1,12,-3,-0.5,-19,-12
CCCCN1C(=O)C(CC(=O)NCCN2CCOCC2)CC(C(=O)N(C(C)C)C(C)C)=C1C (centres undefined),-7,-6,/,-0.1,/,-7,9,15,2.2,48,-5
CCC(C(=O)N1CCC(N2CCCCC2)CC1)n1nc(C)c2sc3ccccc3c2c1=O (centres undefined),-21,-4,-5,0.1,-5,-14,6,-24,-0.2,-25,4
COc1ccc(S(=O)(=O)N2CCCCCC2)cc1C(=O)NCc1cccs1,-5,10,/,0.2,1,3,4,-7,-2.3,17,9
O=C(CCN1C(=O)C2C3C=CC(C4CC34)C2C1=O)OCC(=O)c1ccccc1 (centres undefined),-5,-3,4,-0.2,-1,18,3,-4,0.8,7,-2
Cc1ccc(S(=O)(=O)c2c(N)n(/N=C/c3ccco3)c3nc4ccccc4nc23)cc1C,31,7,2,0.1,2,12,6,32,5.5,9,3
CC1=NCC(C)c2c1[nH]c1ccccc21 (centres undefined),7,-14,4,0.2,-3,12,4,-12,-3.5,-8,1
COc1ccc(C(=O)O/N=C(\N)c2cccc(C)c2)cc1OC,-69,-6,-61,0.1,-2,-239,-201,-12,-0.2,-88,13
CC1CC(C)CN(S(=O)(=O)c2ccc(C(=O)N(c3ccccn3)C3CCCCC3)cc2)C1 (centres undefined),-7,22,10,0.3,4,14,16,-8,1.2,13,3

Compound profiles, as listed above:
Listed for C/C(CCS(=O)(=O)c1ccccc1)=N/O : NR2E3 ag-1: 12; CF NFkB inh: -15; MITF TRPM1 inh: -7; aDG glyco up: -0.1; NR2E3 ag-2: -2; Peg3 promoter: 4; HIF-2a inh: -3; TWEAK-Fn14 inh: 6; hiPSC survival: 0.4; Shn3 3UTR inh: -12; KKLEB tox: -2
Listed for CCC(C)NS(=O)(=O)c1ccc(OCC(=O)Nc2ccc3c(c2)OCO3)cc1 (centres undefined) : NR2E3 ag-1: -17; CF NFkB inh: 4; MITF TRPM1 inh: 4; aDG glyco up: 0.0; NR2E3 ag-2: 1; Peg3 promoter: 13; HIF-2a inh: 11; TWEAK-Fn14 inh: -12; hiPSC survival: -2.4; Shn3 3UTR inh: 7; KKLEB tox: 0
